Bcl-XL Bim block: disrupts Bim peptide binding to human Bcl-XL | Q07817 | bead flow cytometry, fluorescence | inhibition, % at 10 µM | hit rate 0.04% among 190,000
Bcl-2 Bim block: human Bim-Bcl-2 interaction inhibition; inhibition, % at 10 µM; P10415; hit rate 0.06% among 190,000; Bead-based flow cytometry, Bim peptide-Bcl-2 binding; in the data active = inhibition above about 40%; inconclusive = no clear call, values can overlap the other calls;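 note: 0% = no compound wells with probe peptide and 100% = reference peptide inhibitor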
GSH fluor: GSH bead compound fluorescence profile; GSH beads flow cytometry, compound fluorescence 488/530 nm; active compounds read high; fluorescence (KMESF) at 10 µM; hit rate 0.25% among 190,000; in the data active = fluorescence above about 89;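 note: glutathione beads carrying GST-tagged Bcl family fusion proteins plus one bare bead set; values are compound well signal with DMSO vehicle wells as background; inactives centre near 16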
Bcl-B Bim block: inhibitors of Bim-Bcl-B interaction, human; Q9HD36; hit rate 0.073% among 190,000; bead-based flow cytometry, Bim peptide-Bcl-B binding; inhibition, % at 10 µM; AID 951;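 note: 0% = tracer peptide without compound and 100% = reference inhibitor peptide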
RGS4-Gao reg: modulates binding of RGS4 to human Galphao; Multiplexed bead flow cytometry; actives lie on both sides; hit rate 0.33% among 220,000; P09471; binding response (% of control), % at 10 µM; AID 1415; in the data active = binding response below about 49% or above about 150%; inactive = in between;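 note: fluorescent Galphao activated with aluminum fluoride binding bead-coupled RGS4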
Bfl-1 Bim block: disrupts Bim binding to human Bfl-1; Q16548; Bead-based flow cytometry, Bim-Bfl-1 binding inhibition; inhibition, % at 10 µM; hit rate 0.12% among 190,000; AID 1008;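 note: 0% = wells without compound plus tracer and 100% = blocker peptide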
Bcl-W Bim block: human Bim-Bcl-W interaction inhibition. Q92843. bead-based flow cytometry, Bim peptide-Bcl-W binding. inhibition, % at 10 µM. hit rate 0.02% among 190,000;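 note: 0% = bound tracer without compound and 100% = peptide blocker; higher means less fluorescent Bim peptide bound to Bcl-W beads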
ABCB1 block: inhibitors of human ABCB1 transporter, ABCG2 counter-screen | inhibition, % at 6.6 µM | P08183 | AID 1326 | CCRF-Adr cells, JC-1 efflux, flow cytometry | hit rate 0.067% among 190,000; in the data active = inhibition above about 40%;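 note: 0% = vehicle and 100% = reference inhibitor; higher value means more JC-1 retained so stronger ABCB1 efflux block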
Target sequence (P08183 whole entry, looked up): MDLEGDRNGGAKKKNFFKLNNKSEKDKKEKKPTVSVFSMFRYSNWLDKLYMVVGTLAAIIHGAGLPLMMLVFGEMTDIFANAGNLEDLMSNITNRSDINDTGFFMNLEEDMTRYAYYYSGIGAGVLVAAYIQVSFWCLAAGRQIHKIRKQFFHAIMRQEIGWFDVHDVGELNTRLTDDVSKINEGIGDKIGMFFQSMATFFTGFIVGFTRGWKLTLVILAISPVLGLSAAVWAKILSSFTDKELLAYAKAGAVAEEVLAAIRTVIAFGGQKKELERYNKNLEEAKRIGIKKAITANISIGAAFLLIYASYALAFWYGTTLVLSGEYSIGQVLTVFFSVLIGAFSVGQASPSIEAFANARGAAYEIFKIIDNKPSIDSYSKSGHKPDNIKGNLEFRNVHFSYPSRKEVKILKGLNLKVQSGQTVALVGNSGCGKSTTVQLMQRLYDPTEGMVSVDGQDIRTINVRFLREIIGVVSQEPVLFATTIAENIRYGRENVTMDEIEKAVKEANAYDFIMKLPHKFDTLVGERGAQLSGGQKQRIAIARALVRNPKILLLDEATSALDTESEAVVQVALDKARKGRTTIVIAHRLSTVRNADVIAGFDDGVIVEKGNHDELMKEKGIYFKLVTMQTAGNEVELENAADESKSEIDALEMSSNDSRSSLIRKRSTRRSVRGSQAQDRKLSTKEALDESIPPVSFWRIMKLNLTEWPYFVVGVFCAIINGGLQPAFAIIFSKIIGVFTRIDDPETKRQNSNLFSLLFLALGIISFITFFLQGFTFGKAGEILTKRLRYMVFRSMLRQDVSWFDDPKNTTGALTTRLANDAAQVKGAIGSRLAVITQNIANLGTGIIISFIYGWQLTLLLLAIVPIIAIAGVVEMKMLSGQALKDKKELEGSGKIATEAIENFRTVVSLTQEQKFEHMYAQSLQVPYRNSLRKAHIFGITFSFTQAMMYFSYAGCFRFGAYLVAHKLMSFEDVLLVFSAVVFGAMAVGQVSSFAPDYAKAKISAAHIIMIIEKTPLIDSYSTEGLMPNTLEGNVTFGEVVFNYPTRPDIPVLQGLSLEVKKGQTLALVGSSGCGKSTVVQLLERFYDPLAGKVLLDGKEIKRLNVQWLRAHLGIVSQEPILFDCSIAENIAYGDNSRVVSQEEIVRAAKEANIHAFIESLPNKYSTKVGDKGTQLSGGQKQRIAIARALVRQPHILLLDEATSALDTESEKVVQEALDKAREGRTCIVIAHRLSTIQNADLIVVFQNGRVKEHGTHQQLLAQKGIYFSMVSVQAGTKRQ
RGS7-Gao reg: human RGS7-Galphao interaction regulation; Multiplexed bead flow cytometry, RGS7-Galphao binding; actives lie on both sides; binding response (% of control), % at 10 µM; hit rate 0.35% among 220,000; AID 1439; in the data active = binding response below about 49% or above about 150%; inconclusive = no clear call, values can overlap the other calls; inactive = in between;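 note: fluorescent Galphao held in activated GDP-AlF4 state binding bead-coupled RGS7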
ABCG2 block: inhibitors of human ABCG2 transporter, ABCB1 counter-screen | hit rate 0.1% among 190,000 | IgMXP3 cells, JC-1 efflux, flow cytometry | Q9UNQ0 | inhibition, % at 6.6 µM;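 active = inhibition above 80%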;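 note: 0% = DMSO and 100% = nicardipine control wells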
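Measure – % inhibition of efflux relative to nicardipine and DMSO · Test system – ABCG2 IgMXP3 and barcoded ABCB1 CCRF-Adr cell mix · Control set – nicardipine as high control, DMSO as low control · Compound – one concentration, 6.6 µM final · Signal – flow cytometry of retained JC-1 fluorescence · Timing – 10 min exposure at 25 °C with rotation, no wash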
RGS8-Gao reg: regulators of human RGS8-Galphao interaction; AID 1423; multiplexed bead flow cytometry, RGS8-Galphao binding; actives lie on both sides; hit rate 0.34% among 220,000; P09471; response (percent of control binding), % at 10 µM; in the data active = response below about 60% or above about 140%; inactive = in between;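 note: Galphao activated as the GDP aluminium fluoride complex binding bead-coupled RGS8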
An asterisk follows results filed as active; ? = inconclusive; · = no result given. Cut-off read from the data, not from the text of the source, unless noted: active = inhibition above about 40%.

SMILES	Bcl-XL Bim block	Bcl-2 Bim block	GSH fluor	Bcl-B Bim block	RGS4-Gao reg	Bfl-1 Bim block	Bcl-W Bim block	ABCB1 block	RGS7-Gao reg	ABCG2 block	RGS8-Gao reg
Cc1nn(-c2ccc([N+](=O)[O-])cc2)c2c1C(c1ccc(OC(F)F)cc1)N1C(=N2)C(=O)Nc2ccccc21 (stereo not drawn)	-1	0	16	0	99	2	2	0.0	94	2	98
CC(=O)Nc1ccc(-c2csc(NCc3ccccc3)n2)cc1	-6	-4	18	-11	105	-2	-2	-0.3	102	-1	108
CC(C)NC(=O)C1CCN(C2CCN(C(=O)C3=CCCC3)CC2)CC1	-5	-6	9	-8	101	-3	-2	1.0	106	1	102
COC(c1ccccc1)c1nnc(CCC(=O)N2CCCCCCC2)o1 (stereo not drawn)	-8	-4	13	-8	104	-6	-4	0.4	107	0	103
CCc1ccc(/C=C2\SC(=S)N(CCC(=O)N3CCN(C)CC3)C2=O)cc1	-1	0	17	-9	98	0	-1	1.1	97	1	100
O=C(c1ccco1)N1CCN(C(c2ccccn2)c2nnnn2C2CCCC2)CC1 (stereo not drawn)	-7	3	19	-3	100	-13	-3	-0.5	96	-3	100
CNC(=O)CSc1nnnn1CCCOC	-7	-11	28	-12	100	-17	-4	-0.3	103	6	100
Cc1ccc(NC(=O)COC(=O)Cc2csc(-c3cccc(F)c3)n2)cc1C	-1	0	5	1	98	0	1	1.9	101	27	106
CC1CCN(CC(=O)c2c[nH]c3ccccc23)CC1	-2	3	10	0	114	-1	0	0.3	108	1	105
Cc1cc(NS(=O)(=O)c2ccc(NC(=O)CCCOc3ccc(Cl)cc3)cc2)no1	1	-10	40	-5	99	-15	-2	2.4	99	14	100

Overlap with the part before: three compounds, followed by the next part.
SMILES	Bcl-XL Bim block	Bcl-2 Bim block	GSH fluor	Bcl-B Bim block	RGS4-Gao reg	Bfl-1 Bim block	Bcl-W Bim block	ABCB1 block	RGS7-Gao reg	ABCG2 block	RGS8-Gao reg
Cc1ccc(NC(=O)COC(=O)Cc2csc(-c3cccc(F)c3)n2)cc1C	-1	0	5	1	98	0	1	1.9	101	27	106
CC1CCN(CC(=O)c2c[nH]c3ccccc23)CC1	-2	3	10	0	114	-1	0	0.3	108	1	105
Cc1cc(NS(=O)(=O)c2ccc(NC(=O)CCCOc3ccc(Cl)cc3)cc2)no1	1	-10	40	-5	99	-15	-2	2.4	99	14	100
Cn1ncc2c(NNC(=O)c3ccccc3Cl)ncnc21	-12	-12	18	-14	99	-12	-10	-0.3	97	-1	98
Cc1onc(-c2c(Cl)cccc2Cl)c1C(=O)NCc1ccccn1	-12	-9	34	-9	91	-11	-6	0.5	101	1	100
C/C(=C\C(=O)c1c(O)cc(C)oc1=O)N(C)C	0	0	9	-1	100	-3	1	-1.0	92	-3	99
Cc1cc(=O)oc2cc(OC(C)C(=O)NCC3CCCO3)ccc12 (stereo not drawn)	-6	-5	11	-3	100	0	-4	0.3	98	9	100
CCOC(=O)C1=C(C)OC(N)=C(C#N)C1c1cc(OC)c2c(c1)OCO2 (stereo not drawn)	-3	-5	27	-8	102	-13	-1	0.1	98	1	101
COc1ccccc1CN(C)C(C)C(=O)Nc1cccc(C(C)=O)c1 (stereo not drawn)	-3	-6	19	-9	102	-6	-3	1.8	?	6	99
COc1ccc(CN=C2Nc3ccccc3CS2)cc1	-3	-13	35	-10	100	-15	-1	0.8	102	1	103
O=C(O)c1cc(S(=O)(=O)O)ccc1O	-4	-14	13	-6	103	-13	2	0.1	102	0	101
O=C(O)c1ccc2c(c1)C(=O)/C(=C\c1ccco1)C2=O	0	1	11	1	103	0	1	-0.4	100	-1	98
CC(C)C(=O)Nc1ccc(NC(=O)c2cccc(F)c2)cn1	-4	-7	53	-4	105	-11	1	0.5	102	4	102
O=C(NC1CCCCC1)N1CCc2ccccc21	-2	-9	33	-5	104	-16	0	-0.1	102	64	106
CCN(C(=O)COC(=O)c1c(NC(C)=O)sc(C)c1C)C1CCS(=O)(=O)C1 (stereo not drawn)	-12	-9	18	-8	101	-16	-5	1.2	101	16	104
CC(=O)OCCN1C(=O)c2cccnc2C1=O	0	0	19	-1	99	-1	-2	0.3	98	2	101
CCN(CC)CCNc1ccc(CO)c2sc3ccccc3c(=O)c12	0	1	19	5	103	1	4	-0.5	102	0	102
COc1cccc(N2CCN(S(=O)(=O)c3ccc4nc(-c5ccccc5)[nH]c4c3)CC2)c1	7	-6	34	-2	103	-9	2	-2.5	104	-4	101
Cc1ccc(-n2c(C)cc(/C=N\NC(=O)CC(=O)NC(C)C)c2C)cc1	-7	-4	17	-5	98	-12	-4	0.4	97	2	97
CC(C)(C)C(=O)Nc1nc2c(s1)COc1ccccc1-2	-1	-8	25	-11	99	-8	0	0.7	98	8	100
CS(=O)(=O)c1ccc(Sc2nc3ccccc3[nH]2)c([N+](=O)[O-])c1	0	-2	17	-8	100	1	-1	0.5	98	2	100
c1ccc(CCNc2nnnn2-c2ccccc2)cc1	0	-1	18	0	102	-3	-1	0.3	102	0	101
O=C(CSc1nc2ccc(Cl)cc2[nH]1)NCCc1ccccc1	-4	0	5	-5	100	-1	0	0.4	100	7	101
COc1ccc(OC)c(NC(=O)CC(NCCC2=CCCCC2)C(=O)O)c1 (stereo not drawn)	1	-1	19	-1	103	-2	-1	0.1	100	0	102
Cc1[nH]n(-c2ccccc2)c(=O)c1CCO	0	0	12	-2	98	-6	-2	2.2	101	8	97
CC1COc2ccccc2N1C(=O)c1ccc(Cl)nc1 (stereo not drawn)	1	-1	11	0	98	1	0	-0.4	101	-4	101
O=C(Nc1ccccc1SCC1CSc2nc3ccccc3c(=O)n21)c1cccc(Cl)c1 (stereo not drawn)	-12	-13	36	-14	100	-10	-5	-2.6	104	-2	102
CCN1CCN(CCCOc2ccc(Cl)cc2Br)CC1	-2	-2	18	-2	100	-2	0	-0.1	99	0	102
Cc1cc2ccccc2c(=O)n1CC(=O)NCC(=O)N1CCCC1	-3	0	15	-1	97	0	-3	1.0	99	9	100
CN(C)/C=C(\c1cnc(Cl)s1)S(=O)(=O)c1ccccc1	-1	0	19	-2	100	3	0	0.0	102	1	104
Cc1ccccc1NCc1ccc(O)c2ncccc12	-4	5	14	-7	89	1	-4	-0.1	87	0	91
OCC(O)C(O)C(O)C(O)C1NCCS1 (stereo not drawn)	12	-2	56	-8	92	-13	2	0.6	93	6	96
Cn1c(Cn2c(=O)sc3ccccc32)nnc1SCC(=O)N1CCN(c2ccccc2)CC1	-10	-8	15	-10	100	-7	-8	0.8	96	3	101
CN1CCN(NC(=S)NC2CCCCC2)CC1	-4	-16	14	-10	104	-8	-1	0.5	102	1	100
COCCN(CCOC)S(=O)(=O)c1ccc(C(=O)Nc2nnc(COC)o2)cc1	-3	-2	24	-8	100	-6	-3	0.1	103	3	103
COc1ccc(Cl)cc1S(=O)(=O)n1cnc2ccccc21	-2	-10	15	-8	99	-13	0	0.5	139	3	102
COc1ccc(OC)c(Nc2nc(-c3sc(NC(=O)C(C)(C)C)nc3C)cs2)c1	0	-2	23	-5	96	-3	3	1.4	101	4	98
Cc1cnc(C)c(N2CCC(C(=O)NCc3cccs3)CC2)n1	-11	-5	35	-7	102	-10	-5	-1.7	102	-2	100
O=[N+]([O-])c1ccc(NCCCN2CCOCC2)c(Cl)c1	0	-2	74	-1	98	-6	-2	0.5	102	3	99
O=C(CCC(=O)N(CC(=O)NC1CCCC1)Cc1cccs1)Nc1nccs1	-3	-3	10	-2	103	-6	-3	0.2	106	1	102
COc1ccccc1NS(=O)(=O)c1cccc(NC(=O)Cc2cccs2)c1	-5	-11	9	-7	97	-19	-3	0.9	97	2	99
Cc1onc(-c2c(Cl)cccc2Cl)c1C(=O)NC(C)(C)CO	0	1	19	1	98	1	0	-0.1	97	0	100
Cc1ccc(S(=O)(=O)c2nc(NC3CCS(=O)(=O)C3)sc2Cl)cc1 (stereo not drawn)	-2	-2	·	-5	102	-5	0	0.1	102	1	100
Cc1cc(C)n2cc(CSCc3ccco3)nc2n1	-4	-7	16	-4	100	-6	3	0.0	103	3	107
O=C(c1ccncc1)N1CCN(c2ccc3ccccc3n2)CC1	-3	-2	19	-2	102	-5	0	-0.1	?	-1	104
CC(Sc1nc(-c2ccccc2)nc2c1COC(C)(C)C2)C(=O)N1CCOCC1 (stereo not drawn)	-8	-11	33	-9	99	-18	-1	2.3	99	8	101
Clc1ccc(-c2nc3ncccn3c2Nc2ccc3c(c2)OCCO3)cc1	-3	-4	14	-4	101	-1	-1	1.2	99	4	98
[O-]/C(=C(\C(=S)NCCN1CCOCC1)[n+]1ccccc1)c1ccc(Cl)s1	-1	-4	12	-10	102	1	0	-1.3	?	-4	102
O=C(O)CN1C(=O)C2C3CC(C2C1=O)C1C(c2ccccc2)c2sc(=O)[nH]c2SC31 (stereo not drawn)	0	3	7	-2	101	1	-2	0.1	102	-2	102
c1ccc(SCc2nc(-c3cccnc3)no2)cc1	-4	-4	31	-4	107	-9	0	0.2	104	1	104
O=C1Nc2ccc([N+](=O)[O-])cc2OC1CCN1CCN(c2ccccc2)CC1 (stereo not drawn)	-3	-1	17	-5	103	-6	-1	0.9	101	4	103
CCCCOC(=O)C1CN(c2ccccc2)N=C1C(C)=O (stereo not drawn)	0	-4	9	-7	103	-7	0	1.4	98	3	101
Cn1c(=O)[nH]c(=O)c2c1nc(CN1CCOCC1)n2CCc1ccccc1	-10	-6	25	-6	97	-25	-5	1.3	102	37	99

More results.
SMILES	Bcl-XL Bim block	Bcl-2 Bim block	GSH fluor	Bcl-B Bim block	RGS4-Gao reg	Bfl-1 Bim block	Bcl-W Bim block	ABCB1 block	RGS7-Gao reg	ABCG2 block	RGS8-Gao reg
O=C(CN1CCOCC1)Nc1cccc(Br)c1	-1	-6	13	-8	105	-8	3	0.2	105	0	102
COCCn1nnnc1C(C(C)C)N1CCSCC1 (stereo not drawn)	0	0	19	3	102	0	3	0.2	99	4	103
Cc1cc(C)n2nc(-c3cnn(C)c3C(F)(F)F)c(Cl)c2n1	-1	0	15	0	99	-1	2	0.2	97	3	97
Cn1c(N2CCOCC2)c(/C=N/OC(=O)c2cccnc2Cl)c2ccccc21	0	-2	19	-1	103	-4	0	0.6	105	5	100
CCS(=O)(=O)N1Cc2ccccc2CC1C(=O)Nc1nc(C)cs1 (stereo not drawn)	-1	-5	12	-2	101	-2	0	0.4	105	2	100
CCC(C)c1ccccc1NC(=O)Cc1coc2cc3c(cc12)CCC3 (stereo not drawn)	-13	-9	19	-15	102	-5	-8	0.6	100	4	104
Cc1c(C)n(C(=O)CN2CCC(C)CC2)c2ccccc12	-2	2	24	0	96	0	-1	0.7	95	2	101
COc1ccc(C2C3=C(CC(C)(C)CC3=O)Oc3ncn(Cc4ccco4)c(=N)c32)cc1 (stereo not drawn)	3	-3	6	-2	91	-9	2	1.1	97	0	100
CC(C)(C)c1ccc(S(=O)(=O)N2CCC(CO)(CC3CCCCO3)CC2)cc1 (stereo not drawn)	-3	-1	22	0	101	2	-2	2.4	101	5	104
CCN(CC)CCN(CC(=O)N(C1CCCCC1)C1CCCCC1)C(=O)c1cccnc1	-4	-4	13	-5	99	-5	-2	0.2	102	2	100

Screening data: PubChem, NMMLSC
